Bioassay records (PubChem BioAssay)
Eya2 inh = blocks the phosphatase activity of human Eya2; O00167; recombinant Eya2, OMFP fluorescence dephosphorylation (OMFP is methylfluorescein phosphate); Potency, µM (series often up to 76.9 µM), for inactives: top-dose activity, negative = inhibition, usual class: inhibitors; 0.006% of 330,000 active; AID 488837; note: potency is the fitted concentration of half-maximal effect
Target sequence (O00167 whole entry, looked up): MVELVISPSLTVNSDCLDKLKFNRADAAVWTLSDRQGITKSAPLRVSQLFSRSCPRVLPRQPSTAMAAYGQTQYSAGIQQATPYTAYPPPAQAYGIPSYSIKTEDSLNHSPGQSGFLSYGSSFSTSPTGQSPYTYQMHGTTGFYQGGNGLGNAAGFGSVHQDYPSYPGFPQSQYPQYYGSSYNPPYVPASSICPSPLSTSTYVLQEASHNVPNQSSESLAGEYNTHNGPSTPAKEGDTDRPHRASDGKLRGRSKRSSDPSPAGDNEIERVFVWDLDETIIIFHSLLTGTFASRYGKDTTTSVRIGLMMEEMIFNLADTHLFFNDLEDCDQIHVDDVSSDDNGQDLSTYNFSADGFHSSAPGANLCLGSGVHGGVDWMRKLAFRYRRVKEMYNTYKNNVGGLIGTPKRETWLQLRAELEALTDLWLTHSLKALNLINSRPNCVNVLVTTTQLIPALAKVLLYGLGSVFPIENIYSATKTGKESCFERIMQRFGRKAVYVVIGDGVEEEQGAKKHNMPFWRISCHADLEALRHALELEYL
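Eya2 protein (added as 0.2 uM solution) was preincubated with compound for 10 min at ambient temperature in 50 mM HEPES pH 7.5, 50 mM NaCl, 5 uM MgCl2, 0.05% BSA, 1 mM DTT. OMFP (added at 50 uM) then reacted 10 min; fluorescence read at 485/525 nm.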
BCR signal inh = chronic active BCR signaling inhibition; AID 493014; 0.05% of 340,000 active; Potency, µM (top dose mostly 46.1 µM), for the others: at the top dose ratio change, negative = lower green/red ratio, usual class: inhibitors; ABC-DLBCL IkBa-CBG/CBR reporter, luminescence ratio, 4 h; active = well fitted inhibition curve with a large enough effect in the signal ratio, with a control signal flat, not every such curve was filed as active; inconclusive = small, poorly fitted or top-dose-only effect, or effect the other way, or a change in a side signal; the % refers to the signal ratio;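 note: potency is the fitted concentration of half-maximal effect; plate controls were basal doxycycline-induced cells for no effect and cells given 10 µM MG132 for full effect; MG132 reads +100%, hits lower the ratio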
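TMD8 ABC-DLBCL cells carrying doxycycline-inducible green luciferase fused to IkappaBalpha plus unfused red luciferase were exposed to compounds (up to 46 uM) for 4 hrs at 37C. Activity came from the overlap-corrected green/red luminescence ratio.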
hERG WT inh = blocks the wildtype human KCNH2 potassium channel | Q12809 | U2OS, BacMam KCNH2, thallium flux FluxOr; active compounds read low | activity change, % at 1.84 µM | 0.37% of 340,000 active | AID 720551;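 active = maximum activity change below -70%; inconclusive = maximum activity change between -70% and -50%; inactive = maximum activity change above -50%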
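U2OS cells transduced with wild-type KCNH2 virus are loaded with FluxOr dye for 45 min, and thallium flux is measured in kinetic reads before and after stimulation buffer. Rate constants are normalized to DMSO controls.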
uPA surface inh = cell surface uPA generation inhibition; cell surface uPA generation assay, qHTS; Potency, µM (series often up to 38.3 µM), without a hit: at the top dose activity change, negative = inhibition, usual class: inhibitors; 0.31% of 330,000 active; active = well fitted inhibition curve with a large enough effect; inconclusive = small, poorly fitted or top-dose-only effect; inactive = no such curve, though single readings can be large or run the other way; tested in mouse RAW 264.7 cells; note: potency is the fitted concentration of half-maximal effect; nearly all actives have a fitted effect of over 55% in size
PKM2 activator = activators of human pyruvate kinase M2; P14618; purified PKM2, Kinase-Glo ATP luminescence, activation; response scale: 0% is enzyme alone, no compound; Potency, µM (series often up to 57.5 µM), for inactives: top-dose activation, most hits filed as activators; 0.34% of 260,000 active; AID 1631; note: potency is the fitted concentration of half-maximal effect; nearly all actives have a fitted effect of over 55% in size
Target sequence (P14618 whole entry, looked up): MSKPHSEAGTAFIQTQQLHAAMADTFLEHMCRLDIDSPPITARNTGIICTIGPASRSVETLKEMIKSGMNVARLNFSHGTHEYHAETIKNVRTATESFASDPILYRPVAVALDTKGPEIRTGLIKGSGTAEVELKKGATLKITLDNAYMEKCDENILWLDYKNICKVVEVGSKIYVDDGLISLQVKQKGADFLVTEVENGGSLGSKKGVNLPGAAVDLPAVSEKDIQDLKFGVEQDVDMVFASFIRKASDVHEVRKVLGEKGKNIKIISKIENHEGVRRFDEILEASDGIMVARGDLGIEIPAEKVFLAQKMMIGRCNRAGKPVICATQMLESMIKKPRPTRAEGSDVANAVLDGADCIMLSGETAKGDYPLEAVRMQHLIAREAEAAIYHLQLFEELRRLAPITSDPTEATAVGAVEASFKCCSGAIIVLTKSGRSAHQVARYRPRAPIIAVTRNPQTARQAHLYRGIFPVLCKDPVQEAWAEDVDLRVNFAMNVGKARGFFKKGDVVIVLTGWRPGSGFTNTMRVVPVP
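Kinase-Glo luminescence reports ATP generated from ADP (0.1 mM) and PEP (0.5 mM) by purified hPK-M2 after 1 h at room temperature, pH 7.2 imidazole buffer; intermediate enzyme activity allows detecting inhibitors and activators.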
FBPA coupling cs = counter-screen for Giardia aldolase inhibitors: coupling enzyme system | 0.67% of 290,000 active | coupling enzyme system counterscreen, AmpLite Red fluorescence | activity change, negative = inhibition, % at 58.2 µM, hits read low; in the data active = activity change below about -30%
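Compounds tested against the coupling enzymes alone at 57.5 uM final; readout was AmpLite Red fluorescence (525/598 nm) after 20 min at RT.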
USP2a block = blocks human ubiquitin-specific protease USP2a. AID 463254. Potency, µM (series often up to 38.3 µM), for inactives: at the highest dose activity change, negative = inhibition, most hits filed as inhibitors. 0.01% of 330,000 active. USP2 core, Ub-CHOP2 coupled fluorogenic reporter, 485/531. O75604;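 note: potency is the fitted concentration of half-maximal effect; plate controls were DMSO wells for no effect and full inhibition by NEM control for full effect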
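USP2 core (10nM final) preincubated 30min RT with compound in 20mM Tris-HCl pH 8.0, 2mM CaCl2, 2mM beta-mercaptoethanol, 0.05% CHAPS; 25nM Ub-CHOP2 plus 25nM reporter substrate added, fluorescence (Ex485/Em531) read after 60min.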
KCNH2 3.1 inh = KCNH2 3.1 (human) potassium channel inhibition; activity change, % (tested at about 1.8 µM); U2OS KCNH2 3.1, thallium flux FluxOr; active compounds read low; 0.95% of 340,000 active;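 active = maximum activity change below -70%; inconclusive = maximum activity change from -70% to -50%; inactive = maximum activity change above -50%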;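 note: thallium influx rate constant from kinetic fluorescence after stimulation buffer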
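FluxOr-based Tl+ influx in U2OS cells transduced with KCNH2 3.1 virus; rate constants normalized to DMSO controls.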
B2AR arrestin = agonists driving beta-arrestin recruitment to human beta2-adrenergic receptor; beta-arrestin recruitment to beta2AR, cell-based reporter; Potency, µM (top dose mostly 46.1 µM), without a hit: top-dose activation, actives largely listed as activators; 0.02% of 330,000 active;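 note: potency is the fitted concentration of half-maximal effect; 0% = DMSO controls and full agonism = EC100 isoproterenol or metaproterenol; nearly all actives have a fitted effect of over 65% in size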
GALK inhibitor = blocks human galactokinase activity; P51570; Purified GALK, Kinase-Glo residual ATP luminescence; Potency, µM (titrated, usually from 57.5 µM), for the others: at the top dose activity change, negative = inhibition, usual class: inhibitors; 0.007% of 270,000 active; AID 1868; note: potency is the fitted concentration of half-maximal effect
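ATP-depletion format; final 35 uM ATP, 100 uM D-galactose, 5 nM enzyme; pH 8.0 HEPES/Mg2+ buffer; 60 min RT; luminescence read 10 min after detection reagent.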
Giardia killer = kills Giardia lamblia | Giardia lamblia trophozoite viability | activity change, % at 7.66 µM, hits read low | 0.15% of 340,000 active | AID 540267; in the data active = activity change below about -80%; inconclusive = between about -30% and that limit;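 note: parasites exposed to compound for two days anaerobically before the ATP read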
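Trophozoite viability was measured as ATP-dependent luminescence, read 15-30 min after reagent addition. Before that, parasites at 100 cells/well were exposed to compounds for 48 h, anaerobically, at 37 deg C.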
An asterisk follows results filed as active. Unless noted, calls come from the whole dose curve; as a rule, active = well fitted curve in the direction sought with a large enough effect; inconclusive = small, poorly fitted or top-dose-only effect, or another doubt; inactive = no such curve, though single readings can be large; an effect the other way counts as inactive or inconclusive. Unless noted, % is set by controls: 0 for no effect and ±100 for the full control effect. Random draw from the library (roughly 2.4% active in at least one column).

Cc1ccc(Nc2nnc(SC3CCOC3=O)s2)c(C)c1 (stereo not given) was read as Eya2 inh 0.9%, BCR signal inh 3.6%, hERG WT inh -9.7, uPA surface inh -0.9%, PKM2 activator -0.7%, FBPA coupling cs -9.2, USP2a block 1.6%, KCNH2 3.1 inh 2.4, B2AR arrestin 2.3% and Giardia killer -20.5.
`Cc1cc2nc(-c3ccc(SCC(=O)Nc4nccs4)nc3)[nH]c2cc1C` gave Eya2 inh 2.0%, BCR signal inh -6.8%, hERG WT inh 1.1, uPA surface inh 0.0%, PKM2 activator 5.8%, FBPA coupling cs -1.1, USP2a block 1.2%, KCNH2 3.1 inh -18.1, B2AR arrestin -0.2%, GALK inhibitor 0.3% and Giardia killer -16.1.
For O=C1C2C3C=CC(CO)(O3)C2C(=O)N1c1ccc(-c2ccccc2)cc1 (stereo not given) the results were Eya2 inh 3.8%, BCR signal inh inconclusive, PKM2 activator inconclusive, FBPA coupling cs 4.8, USP2a block 0.6%, B2AR arrestin -0.8% and GALK inhibitor 3.0%.
Screening COC(=O)c1cc(C(=O)OC)cc(N2C(=O)CN=C2Nc2nc(C)cc(C)n2)c1 returned Eya2 inh -6.9%, BCR signal inh 3.1%, hERG WT inh 1.8, uPA surface inh -0.5%, PKM2 activator 0.6%, FBPA coupling cs 0.2, USP2a block 0.2%, KCNH2 3.1 inh 19.3, B2AR arrestin -0.2%, GALK inhibitor -0.2% and Giardia killer 6.0.
Screening CCOc1cccc(N(C(=O)CCC(=O)Nc2cc(C)on2)C(C(=O)NC(C)(C)C)c2ccc(OC)cc2)c1 (stereo not given) returned Eya2 inh inconclusive, BCR signal inh 0.1%, hERG WT inh -7.0, uPA surface inh -10.4%, FBPA coupling cs 0.7, USP2a block -1.8%, KCNH2 3.1 inh 0.9, B2AR arrestin 3.2%, GALK inhibitor -2.2% and Giardia killer -17.9.
`NCC12CC3CC(C1)CC(c1ccc(Br)cc1)(C3)C2` gave Eya2 inh -3.4%, BCR signal inh inconclusive, hERG WT inh 3.4, uPA surface inh 8.2%, FBPA coupling cs 1.3, USP2a block 3.2%, KCNH2 3.1 inh 4.2, B2AR arrestin -0.4%, GALK inhibitor -1.1% and Giardia killer -11.8.
For COc1ccccc1OCC(=O)Nc1ccc(S(=O)(=O)Nc2onc(C)c2C)cc1 the results were Eya2 inh 11.3%, BCR signal inh -7.1%, hERG WT inh 9.1, uPA surface inh 3.3%, PKM2 activator -11.5%, FBPA coupling cs 15.3, USP2a block -1.3%, KCNH2 3.1 inh -3.9, B2AR arrestin -0.2%, GALK inhibitor -4.2% and Giardia killer 11.6.
For Cc1cccc(C(=O)Oc2ccc(/C=N/NC(=O)c3cc(O)cc(O)c3)cc2)c1 the results were Eya2 inh -7.5%, BCR signal inh inconclusive, hERG WT inh 2.1, uPA surface inh 3.1%, PKM2 activator 5.2%, FBPA coupling cs 4.3, USP2a block -2.6%, B2AR arrestin 1.9%, GALK inhibitor -1.8% and Giardia killer -3.1.
`O=C(NC1CCCCCC1)c1ccc([N+](=O)[O-])s1` gave Eya2 inh -23.7%, BCR signal inh inconclusive, hERG WT inh -4.2, uPA surface inh 1.3%, USP2a block -0.6%, KCNH2 3.1 inh -10.0, B2AR arrestin 0.5% and Giardia killer inconclusive.
Screening C(=C\c1nc(N2CCCC2)c2ccccc2n1)/c1ccccc1 returned Eya2 inh -6.7%, BCR signal inh 4.1%, hERG WT inh -3.4, uPA surface inh -0.1%, PKM2 activator -5.9%, FBPA coupling cs 5.9, USP2a block 3.8%, KCNH2 3.1 inh inconclusive, B2AR arrestin -0.1%, GALK inhibitor 0.1% and Giardia killer -3.2.
For COc1ccc(NS(=O)(=O)c2c(C(=O)N3CCCCCC3)c(C)n(C)c2C)cc1 the results were Eya2 inh -5.8%, BCR signal inh 2.6%, hERG WT inh 9.0, uPA surface inh -7.4%, FBPA coupling cs 3.5, USP2a block 1.0%, KCNH2 3.1 inh -73.6*, B2AR arrestin 0.1%, GALK inhibitor -0.5% and Giardia killer 18.6.
`O=C(Nc1cccc(NC(=O)C2C3CC4OC(=O)C2C4C3)c1)c1ccccc1` (stereo not given) gave Eya2 inh 12.5%, BCR signal inh 17.0%, hERG WT inh 9.2, uPA surface inh 5.7%, PKM2 activator -2.8%, FBPA coupling cs 2.1, USP2a block 0.1%, KCNH2 3.1 inh -8.5, B2AR arrestin -0.8%, GALK inhibitor 4.2% and Giardia killer -8.3.
COCCN1C(=O)C(O)=C(C(=O)c2ccco2)C1c1cccc(Oc2ccccc2)c1 (stereo not given) was read as Eya2 inh 21.2%, BCR signal inh 4.3%, hERG WT inh -10.1, uPA surface inh -1.7%, PKM2 activator 17.1%, FBPA coupling cs 9.4, USP2a block -1.3%, KCNH2 3.1 inh -0.8, B2AR arrestin -0.6%, GALK inhibitor 0.9% and Giardia killer 14.7.
For N#Cc1cccc(Cn2cc(C(F)(F)F)ccc2=O)c1 the results were Eya2 inh 22.0%, BCR signal inh -1.4%, hERG WT inh 0.5, uPA surface inh 6.0%, PKM2 activator -10.3%, FBPA coupling cs 1.0, USP2a block -0.7%, KCNH2 3.1 inh -0.9, B2AR arrestin -0.7%, GALK inhibitor -0.7% and Giardia killer 14.6.
`O=C(COC(=O)c1sc2ccccc2c1Cl)Nc1ncc(Cl)cc1Cl` gave Eya2 inh 4.2%, BCR signal inh 3.8%, hERG WT inh 11.8, uPA surface inh -1.8%, PKM2 activator -0.9%, FBPA coupling cs 1.1, USP2a block -1.9%, KCNH2 3.1 inh -17.6, B2AR arrestin -0.3%, GALK inhibitor -3.3% and Giardia killer -28.9.
Screening COc1cccc(OC)c1C(=O)NC(=O)NNc1cc(C(F)(F)F)cc(C)n1 returned Eya2 inh -5.2%, BCR signal inh -2.1%, hERG WT inh -2.7, uPA surface inh 1.0%, PKM2 activator -1.2%, USP2a block 1.3%, KCNH2 3.1 inh -2.3, B2AR arrestin 0.3%, GALK inhibitor -1.4% and Giardia killer -3.1.
`Cc1c(C(c2ccc([N+](=O)[O-])cc2)c2c(C)n(C)n(-c3ccccc3)c2=O)c(=O)n(-c2ccccc2)n1C` gave Eya2 inh -12.8%, BCR signal inh 9.9%, hERG WT inh 2.0, uPA surface inh 1.4%, PKM2 activator -5.5%, FBPA coupling cs -7.8, USP2a block 3.6%, KCNH2 3.1 inh 0.5, B2AR arrestin 0.2% and Giardia killer -5.7.
For CC(C)(C)c1ccc(-c2nc3[nH]c(=O)cc(NC(=O)c4ccco4)n3n2)cc1 the results were Eya2 inh 3.1%, BCR signal inh -0.7%, hERG WT inh 5.5, uPA surface inh -16.8%, USP2a block 0.9%, KCNH2 3.1 inh -14.1, B2AR arrestin -0.1%, GALK inhibitor -13.3% and Giardia killer inconclusive.
Screening COc1ccc2cc(-c3cc(C(=O)OCC(=O)NC4CCS(=O)(=O)C4)c4ccccc4n3)ccc2c1 (stereo not given) returned Eya2 inh 1.4%, BCR signal inh 0.1%, hERG WT inh -2.5, uPA surface inh -19.3%, PKM2 activator 5.7%, FBPA coupling cs -12.0, USP2a block 0.3%, KCNH2 3.1 inh 0.3, B2AR arrestin -1.4%, GALK inhibitor 0.8% and Giardia killer -87.8*.
CCCc1cc2c(=O)c(-c3ccccn3)coc2cc1OC was read as Eya2 inh -7.3%, BCR signal inh 9.8%, hERG WT inh -14.0, uPA surface inh -9.6%, PKM2 activator -2.9%, FBPA coupling cs 1.0, USP2a block -1.0%, KCNH2 3.1 inh -18.6, B2AR arrestin -0.9%, GALK inhibitor 1.7% and Giardia killer -5.6.
Cn1c(N)c(C(=O)CSc2nc(N)cc(N)n2)c(=O)n(C)c1=O was read as Eya2 inh 18.0%, BCR signal inh -1.7%, hERG WT inh 8.7, uPA surface inh 11.1%, FBPA coupling cs 0.2, USP2a block -4.7%, KCNH2 3.1 inh -3.9, B2AR arrestin 0.1%, GALK inhibitor 9.6% and Giardia killer 10.2.
Screening O=C1c2cccnc2C(=O)N1CNc1ccc(Cl)cc1 returned Eya2 inh 15.4%, BCR signal inh 0.8%, hERG WT inh -8.7, uPA surface inh -5.6%, PKM2 activator 0.3%, FBPA coupling cs 0.4, USP2a block 6.5%, KCNH2 3.1 inh 7.7, B2AR arrestin -0.2%, GALK inhibitor -3.2% and Giardia killer -4.0.
`CN(Cc1ccccc1F)C(=O)c1ccc2c(=O)n3c(nc2c1)CCC3` gave Eya2 inh -16.9%, BCR signal inh 6.6%, hERG WT inh -16.6, uPA surface inh -1.9%, USP2a block 0.4%, KCNH2 3.1 inh -2.0, B2AR arrestin 0.2% and Giardia killer -7.3.
For Cc1cccc(N2CCN(C(=O)Cc3ccc(-n4c(=O)[nH]c5ccsc5c4=O)cc3)CC2)c1C the results were Eya2 inh -3.5%, BCR signal inh 1.9%, hERG WT inh 2.1, uPA surface inh 7.6%, PKM2 activator 6.3%, FBPA coupling cs 0.9, USP2a block -2.2%, KCNH2 3.1 inh 0.9, B2AR arrestin 0.4%, GALK inhibitor -1.4% and Giardia killer -4.0.
For Cc1ccc(C)c(C(=O)COC(=O)CCCC(=O)Nc2cc(C(F)(F)F)ccc2Cl)c1 the results were Eya2 inh -7.5%, BCR signal inh inconclusive, hERG WT inh -7.7, uPA surface inh 2.9%, PKM2 activator 4.0%, FBPA coupling cs 1.6, USP2a block -0.5%, KCNH2 3.1 inh -5.3, B2AR arrestin -0.1%, GALK inhibitor -1.7% and Giardia killer 3.2.
